Bioassay records (PubChem BioAssay)
core dimer inh: inhibitors of HCV core protein dimerization, primary screen, biochemical, TR-FRET, high-throughput; 300,000 compounds, 0.33% hits; AID 1899, 2009; TR-FRET GST/Flag-core106 dimerization, 1536-well; inhibition, % at 5 µM;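 active = inhibition above the mean of all tested compounds plus 3 SD, set per screening campaign, cut at about 45% in these data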
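assay system = GST-tagged and Flag-tagged HCV core protein residues 1-106 | controls = unlabelled core106 and no-GST-core106 wells | incubation = compound-protein-antibody incubation 4 h at 22.5 °C | probe or stimulus = Eu donor and XL665 acceptor anti-tag antibodies | read-out = % inhibition based on acceptor/donor emission ratio | signal = TR-FRET 671 and 617 nm emission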
procasp3 activ: activators of human procaspase-3 D3A mutant, primary screen, biochemical, absorbance, PC-3 D3A mutant, single concentration; Caspase-3 (Homo sapiens), P42574; recombinant procaspase-3 D3A, Ac-DEVD-pNA absorbance 405 nm; activation, % at 8.5 µM; 330,000 compounds, 0.11% hits; AID 463141, 2010;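 active = activation above the mean of all tested compounds plus 3 SD, cut at about 21% in these data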;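 also: 0% = DMSO alone and 100% = DMSO wells spiked with extra 5 µM PC-3 D3A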
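Test system: Procaspase-3 D3A mutant, all three cleavage aspartates alanine | Dosing: Single dose, 8.5 µM nominal compound, 0.8% DMSO | Schedule: 1 h preincubation, 2 h reaction | Technique: 405 nm absorbance of p-nitroaniline, reads at 0 and 120 min | Repeats: One well per compound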
TPT1 inhibitor: Candida albicans TPT1 enzyme inhibitors, primary screen, biochemical, fluorescence polarization; inhibition, % at 5 µM; recombinant caTPT1, FP RNA substrate dephosphorylation; 300,000 compounds, 0.81% hits; tRNA 2'-phosphotransferase TPT1 (Candida albicans SC5314);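 active = inhibition above the mean of all tested compounds plus 3 SD, set per screening campaign, cut at about 24% in these data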;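 also: plate controls were DMSO alone for no effect and ferristatin control at 100 nM for full effect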
JMJD2C inh: inhibitors of GASC-1 histone demethylase, primary screen, biochemical, fluorescence, DELFIA europium. GST-JMJD2C(1-420) H3K9me3 demethylation. Lysine-specific demethylase 4C (Homo sapiens), Q9H3R0. 330,000 compounds, 0.069% hits. inhibition, % at 2.35 µM;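 active = more than half of a compound's replicate wells show inhibition beyond 50%, single wells judged on their own value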;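 also: signal counts dimethyl H3K9 product captured on neutravidin plate; 0% = median of DMSO wells and 100% = 0.3 times that DMSO median; strong numbers were not always called active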
Target sequence (Q9H3R0 1-420 limits assumed): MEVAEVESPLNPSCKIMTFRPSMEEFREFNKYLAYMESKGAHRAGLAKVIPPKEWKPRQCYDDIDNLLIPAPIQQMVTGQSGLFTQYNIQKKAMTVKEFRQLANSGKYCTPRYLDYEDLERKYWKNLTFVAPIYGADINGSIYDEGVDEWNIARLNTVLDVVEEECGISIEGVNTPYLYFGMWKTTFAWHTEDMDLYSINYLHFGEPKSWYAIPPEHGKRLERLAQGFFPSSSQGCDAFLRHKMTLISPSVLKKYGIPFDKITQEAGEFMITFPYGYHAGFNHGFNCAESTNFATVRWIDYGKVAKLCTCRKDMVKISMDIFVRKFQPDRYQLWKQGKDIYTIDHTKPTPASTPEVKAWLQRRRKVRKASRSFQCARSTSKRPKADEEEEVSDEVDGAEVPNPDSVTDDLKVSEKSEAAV
Fh CTSL1 inh: Fasciola hepatica cathepsin L1 inhibitors, primary screen, counter-screen for PFM18AAP inhibitor project, biochemical, QFRET, fluorogenic peptide substrate; inhibition, % at 5.96 µM; 300,000 compounds, 0.49% hits; recombinant F. hepatica cathepsin L1, Z-Leu-Arg-MCA fluorescence;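 active = inhibition above the mean of all tested compounds plus 3 SD, set per screening campaign, cut at about 17% in these data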;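 also: 0% = plate median of test compound wells and 100% = 1 µM Z-Phe-Ala-diazomethylketone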
PP1 inh: PP1-alpha phosphatase inhibitors, primary screen, counter-screen for PP5 inhibitor project, biochemical, fluorescence, OMFP substrate, single point; Serine/threonine-protein phosphatase PP1-alpha catalytic subunit (Homo sapiens), P62136; purified PP1alpha; inhibition, % at 6.7 µM; 320,000 compounds, 0.9% hits; AID 2235, 2010;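 active = inhibition above the mean inhibition of all tested compounds plus 3 SD, computed separately for each screening campaign, cut at about 15% in these data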
proCasp7 act: procaspase-7 activators, primary screen, counter-screen for procaspase-3 activator project, biochemical, absorbance, HTS, human | Caspase-7 (Homo sapiens), P55210 | recombinant procaspase-7, Ac-DEVD-pNA absorbance 405 nm; D23A/D198A/D206A triple mutant, cannot self-cleave; scale: DMSO 0, 5 µM enzyme 100 | activation, % at 8.5 µM | 330,000 compounds, 0.093% hits;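 active = percent activation above the screen-wide mean plus 3 SD, cut at about 25% in these data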
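Assay system: Uncleavable procaspase-7 mutant enzyme; Input: 2 µM procaspase-7 mutant as dispensed; Also added: DEVD-pNA substrate; Medium: Zinc-free HEPES pH 7.4 with 300 mM NaCl, 0.01% Triton X-100; Timing: 1 h compound preincubation, 2 h substrate cleavage, 25 °C; Measured by: Epi-absorbance of released pNA at 405 nm, two timepoints.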
PP5 primary: PP5 phosphatase inhibitors, primary screen, biochemical, fluorescence; AID 1987, 2009; inhibition, % at 6.7 µM; purified PP5c, OMFP substrate fluorescence; Serine/threonine-protein phosphatase 5 (Homo sapiens), P53041; 320,000 compounds, 0.18% hits;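 active = inhibition above the campaign's mean inhibition across all tested compounds plus 3 SD, cut at about 9.5% in these data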;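 also: 0% = DMSO only and 100% = 100 µM cantharidin control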
Target sequence (P53041 whole entry, looked up): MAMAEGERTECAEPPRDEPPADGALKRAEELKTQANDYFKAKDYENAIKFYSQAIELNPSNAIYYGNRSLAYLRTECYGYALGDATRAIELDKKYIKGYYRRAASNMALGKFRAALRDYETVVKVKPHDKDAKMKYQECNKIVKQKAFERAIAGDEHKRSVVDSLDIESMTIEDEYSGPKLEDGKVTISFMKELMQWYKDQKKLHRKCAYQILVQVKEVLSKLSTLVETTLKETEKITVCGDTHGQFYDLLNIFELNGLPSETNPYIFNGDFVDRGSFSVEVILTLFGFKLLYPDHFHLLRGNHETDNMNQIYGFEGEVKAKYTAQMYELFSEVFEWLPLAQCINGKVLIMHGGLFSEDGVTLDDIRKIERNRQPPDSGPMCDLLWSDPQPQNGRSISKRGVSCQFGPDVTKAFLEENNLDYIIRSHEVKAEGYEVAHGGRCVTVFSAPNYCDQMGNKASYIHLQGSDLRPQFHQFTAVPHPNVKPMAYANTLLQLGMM
Efflux pump mplx: inhibitors of Candida efflux pumps in yeast, primary screen, S. cerevisiae, Nile Red, multiplex; S. cerevisiae Candida pump triplex; inhibition, % at 10 µM; 330,000 compounds, 0.44% hits; AID 485275, 2010;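 active = plate passing quality check with inhibition over a set limit, or well fluorescence over plate mean plus 4 SD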;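 also: Nile Red retained in pooled yeast measured as flow cytometry median fluorescence; 0% = buffer negative control and 100% = Enniatin B positive control; higher means more Nile Red kept so more efflux inhibition; some compounds called inactive have numbers as strong as hits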
Numbers without * were called inactive; . = no result given; + = active, no number; & = joins results of further samples. Random draw from the library. Share with any hit: about 2.9%.

SMILES	core dimer inh	procasp3 activ	TPT1 inhibitor	JMJD2C inh	Fh CTSL1 inh	PP1 inh	proCasp7 act	PP5 primary	Efflux pump mplx
O=C(COC(=O)C1CC2C=CC1C2)Nc1cccc(S(=O)(=O)N2CCCCCC2)c1 (stereo not given)	14	1	-2	-6	-19	3	-7	2.9	-0.3
O=c1c2nnn(Cc3ccccc3)c2ncn1C/C=C/c1ccccc1	28	5	-1	-4	3	3	1	3.3	-0.1
CCOc1ccccc1N(C(=O)c1snc(C(N)=O)c1N)C(C(=O)NCCC(C)C)c1ccco1 (stereo not given)	13	-5	-1	10&6	0	0	-8	6.0	-0.1
c1ccc(SSc2ccccn2)nc1	0	-24	-2	-10	1	-6	-32	0.6	0.0
COc1cccc(-c2nc(CS(=O)(=O)CC(=O)N3CCc4ccccc4C3)c(C)o2)c1	4	0	0	1	0	1	-7	5.5	0.3
O=C(NCc1cccc(Cl)c1)c1cnn2c1NC(c1ccco1)CC2C(F)(F)F (stereo not given)	1	4	0	44	5	1	-5	3.2	-0.1
O=C(Oc1c(Cl)cc(Cl)c2cccnc12)N1CCCCC1	1	8	2	13	4	-5	-4	-1.5	0.0
CCOP(=O)(OCC)c1nc(-c2ccc(C)cc2)oc1N1CCOCC1	-13	8	0	7	-1	-5	0	3.8	0.1
CCC(CC)c1nnc(NC(=O)CN2C(=O)c3ccccc3C2=O)s1	-2	-1	1	-2	-3	3	-4	2.5	0.2
Oc1c(Br)cc(Cl)cc1C=Nc1ccccc1Br	-4	-2	1	-6	4	-4	9	-1.9	0.0
Cn1c(SCC(=O)c2ccccc2)nnc1C1COc2ccccc2O1 (stereo not given)	2	1	-1	-37	2	1	6	0.9	0.1
CCC(C)Nc1nc(Cl)nc(N(C#N)CN2C(=O)c3ccccc3S2(=O)=O)n1 (stereo not given)	9	0	1	-8	4	1	2	1.5	0.0
COC(=O)C1=C(c2ccc(OC)cc2)OC(=O)C1(C)C	-7	0	5	-11	0	-2	-9	-1.7	0.0
O=C(N/N=C/c1ccc2c(c1)OCO2)c1ccc(NS(=O)(=O)c2cccs2)cc1	-7	3	2	-21	1	-5	2	-1.1	0.0
Cc1noc(C)c1COc1ccccc1C(=O)NCc1ccco1	.	-2	.	-2	.	-3	17	-0.1	-0.1

5 compounds already listed, sorted by the value under JMJD2C inh, smallest number first:
Molecule	core dimer inh	procasp3 activ	TPT1 inhibitor	JMJD2C inh	PP5 primary	Efflux pump mplx
CCC(C)Nc1nc(Cl)nc(N(C#N)CN2C(=O)c3ccccc3S2(=O)=O)n1 (stereo not given)	9	0	1	-8	1.5	0.0
CCC(CC)c1nnc(NC(=O)CN2C(=O)c3ccccc3C2=O)s1	-2	-1	1	-2	2.5	0.2
COc1cccc(-c2nc(CS(=O)(=O)CC(=O)N3CCc4ccccc4C3)c(C)o2)c1	4	0	0	1	5.5	0.3
CCOP(=O)(OCC)c1nc(-c2ccc(C)cc2)oc1N1CCOCC1	-13	8	0	7	3.8	0.1
O=C(Oc1c(Cl)cc(Cl)c2cccnc12)N1CCCCC1	1	8	2	13	-1.5	0.0

(listing goes on)
SMILES	core dimer inh	procasp3 activ	TPT1 inhibitor	JMJD2C inh	Fh CTSL1 inh	PP1 inh	proCasp7 act	PP5 primary	Efflux pump mplx
COC(=O)Nc1nc2ccc(SC(C)C)cc2[nH]1	16	4	-2	.	3	-2	-9	1.9	0.0
Cc1ccc(S(=O)(=O)N2CCC(C(=O)N3CCN(Cc4ccccc4)CC3)CC2)cc1	4	9	1	3	3	-1	8	-0.3	0.1
Cc1nnc(NC(=O)CSc2nnc(CC(=O)Nc3ccccc3Cl)n2C)s1	-14	3	-3	-9	0	-1	-3	2.4	0.1
Nc1ncc(Br)cc1S(=O)(=O)Nc1cc(C(F)(F)F)cc(C(F)(F)F)c1	-2	7	2	0	3	8	5	9.6*	0.0
O=C(CSc1ncccc1C(=O)O)c1ccccc1	2	-5	1	6	6	6	-9	-4.4	0.1
N/C(CS(=O)(=O)c1ccccc1)=N\OC(=O)c1ccc(F)cc1	-6	-1	-3	-10	1	1	-4	1.1	0.0
Cc1ccnc(NC(=O)c2cc3ccccc3oc2=O)c1	0	-4	4	-11	0	-1	4	2.1	0.2
Nc1nc(SCC(=O)Nc2cccc(Oc3ccccc3)c2)n[nH]1	5	0	3	7	3	1	-2	-2.2	0.0
COc1ccc2c3c(cccc13)N(C)N=C2C	-37	3	-30	-1	0	17*	-4	8.8	-0.1
Cc1cc(NC(=O)CSc2ncc(CO)n2Cc2ccc(F)cc2)no1	1	0	0	13	-1	-4	8	1.3	0.0
C[C@H](CO)N1C[C@H](C)[C@@H](CN(C)S(=O)(=O)c2cccs2)Oc2ccc(NC(=O)Nc3ccc4c(c3)OCO4)cc2C1=O	.	-2	.	8	.	.	-9	.	-0.1
CCCCNC(=O)Cn1nc(Cc2ccncc2)c2ccccc2c1=O	0	-8	-1	-2	1	-3	13	1.5	0.2
Cc1cccc(NC2=C(Cl)C(=O)OC2OC(C)C)c1 (stereo not given)	6	6	-2	13	-2	3	-1	0.0	0.2
COc1ccc2nc(NC(=O)CCN3C(=O)c4ccccc4C3=O)sc2c1	2	-6	1	12	-3	-1	-25	1.7	-0.3
O=C(COC(=O)CSc1ccc([N+](=O)[O-])cc1)NCc1cccs1	-4	-16	2	7	18*	-4	-22	-0.5	0.1

The final 4 entries of the section before are carried over, then new ones follow.
SMILES	core dimer inh	procasp3 activ	TPT1 inhibitor	JMJD2C inh	Fh CTSL1 inh	PP1 inh	proCasp7 act	PP5 primary	Efflux pump mplx
CCCCNC(=O)Cn1nc(Cc2ccncc2)c2ccccc2c1=O	0	-8	-1	-2	1	-3	13	1.5	0.2
Cc1cccc(NC2=C(Cl)C(=O)OC2OC(C)C)c1 (stereo not given)	6	6	-2	13	-2	3	-1	0.0	0.2
COc1ccc2nc(NC(=O)CCN3C(=O)c4ccccc4C3=O)sc2c1	2	-6	1	12	-3	-1	-25	1.7	-0.3
O=C(COC(=O)CSc1ccc([N+](=O)[O-])cc1)NCc1cccs1	-4	-16	2	7	18*	-4	-22	-0.5	0.1
CCOc1ccc(N(CC(=O)Nc2cccc(Br)c2)S(C)(=O)=O)cc1	-7	-1	-3	-4	4	2	2	5.0	0.0
Cc1[nH]c(=S)c(C#N)c(C)c1CCC#N	4	-5	-3	-7	-3	-2	-21	0.0	0.0
CSc1cccc(NC(=O)C2CCN(S(=O)(=O)c3ccc4c(c3)NC(=O)CO4)CC2)c1	-28	7	0	2	1	1	-6	2.6	-0.1
CC(=O)c1ccc(OCCCC(=O)NC2CCCCC2C)cc1 (stereo not given)	-1	1	0	4	2	0	-4	3.0	-0.1
COc1ccc(CC2NCCC3(O)CCCCC23)cc1 (stereo not given)	-3	1	-5	10	-4	-5	-8	-0.9	0.0
CN1/C(=C\C(=O)c2ccccc2Cl)c2ccccc2CC1(C)C	-1	10	-1	4	1	3	-8	1.5	0.1
Cc1ccc(SCCNC(=O)C(C)C)cc1	3	0	2	1	-2	-6	-3	-0.2	0.0
COc1ccc(CCN=C2SCC(=O)N2Cc2ccccc2)cc1OC	3	-2	-1	-7	0	-7	6	1.4	0.1
COc1ccc(C(=O)NCCCNC(=O)c2cccnc2)cc1OC	11	-3	0	7	4	-4	10	-2.3	0.1
CC(C)C[C@H]1CN=C(Nc2ccccc2)N1CCC1CCCCC1	8	2	-2	-6	-2	-6	11	-0.6	0.0
NS(=O)(=O)c1ccc(NC(=O)c2ccc(Cl)c(S(=O)(=O)NCc3ccco3)c2)cc1	.	6	.	-5	.	2	8	0.3	-0.1
CCN(CC(=O)Nc1cc(Cl)ccc1C)C(=O)c1cc(S(=O)(=O)N2CCCCCC2)ccc1OC	5	-1	3	-11	2	-1	-3	0.8	0.0
COCCn1c(=O)[nH]c2cc(C(=O)NC3CCCCCC3)ccc2c1=O	0	12	-1	-9	4	-2	15	-0.6	-0.1
COC(=O)CN=C1OC(=O)N2C(=O)C3=C4[C@@H](C[C@H]5C(=O)N(c6ccccc6)C(=O)[C@H]5[C@H]4[C@@]12Cc1ccccc1)[C@H]1C(=O)N(c2ccccc2)C(=O)[C@H]1[C@H]3C	30	2	-10	0	-2	2	1	3.5	-0.1
O=[N+]([O-])c1ccc(N2CCOCC2)cc1NC(c1ccccc1)c1ccccc1	11	-10	1	5	-1	4	-10	0.7	0.1
COC(C/C=C/[C@H](O)[C@H](C)OCc1ccccc1)OC	7	3	-1	-3	1	-3	4	3.0	.
CCOC(=O)CNC(=O)CSc1nnc(NC(=O)c2ccc(S(=O)(=O)N3CCOCC3)cc2)s1	-9	10	0	6	-1	0	5	1.9	-0.1
COC(=O)c1ccc(C(=O)OC)c(NC(=O)COC(=O)C2CCCCC2)c1	5	-4	-1	6	5	-2	0	1.8	0.0
O=C(c1cc(S(=O)(=O)N2CCCCC2)c(Cl)cc1N1CCOCC1)N1CCOCC1	-129	6	-1	7	2	2	-4	1.4	0.0
CCc1nc2c(nnn2Cc2ccc(F)cc2)c(=O)[nH]1	-5	-8	0	12	3	11	4	-2.0	0.0
CC1(C)CC(=O)C2=C(C1)OC(N)=C(C#N)C2c1ccc[nH]1 (stereo not given)	0	-20	4	1	1	1	-19	2.5	0.5
CCOC(=O)CN1C(=O)S/C(=C/c2ccc(N3CCCCC3)o2)C1=O	-7	-6	+	10	2	-1	-12	2.0	0.2
CC1CC(C)CN(C(=O)COc2ccc([N+](=O)[O-])cc2Cl)C1 (stereo not given)	-2	-2	1	-4	5	-1	-1	2.2	0.1
N#Cc1c(NC(=S)NC(=O)Cc2cccs2)sc2c1CCCCC2	5	-11	-1	6	1	-1	-14	2.0	0.0
Cc1nc(/C(N)=N/OC(=O)c2ccc(Cl)cc2)c(C(F)(F)F)o1	-3	-10	-1	-1	5	-2	0	1.2	0.1
